# KB-V1 cytotox = kills drug-selected multidrug resistant KB-V1 cells; KB-V1 MDR cells viability, CellTiter-Glo, 72 h; Potency, µM (doses to about 46.1 µM), inactives show top-dose activity change, negative = cytotoxicity, hits mostly cytotoxic; actives 3.4% (n = 400,000); AID 1347076; also: potency is read from the fitted curve at half-maximal effect; % is scaled to controls: 0 for no effect and ±100 for the full control effect; nearly all actives have a fitted effect of over 60% in size
#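 KB-V1 MDR subline cells in DMEM (phenol-red free, 10% FBS) exposed to compounds in qHTS concentration series for 72 h at 37 degrees C. Viability read by CellTiter-Glo luminescence; concentration-effect curves fitted after normalization and correction.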
# D3 antag = blocks the human D3 dopamine receptor; max response, negative = inhibition, %; P35462; D3R cells, DiscoveRx beta-arrestin luminescence, antagonist mode; hits give low values; actives 2.5% (n = 360,000); in the data active = max response below about -50%; inconclusive = no clear call, values can overlap the other calls; also: % is scaled to controls: 0 for no effect and ±100 for the full control effect; mostly tested at two doses, the higher about 12 µM
# Target sequence (P35462 whole entry, looked up): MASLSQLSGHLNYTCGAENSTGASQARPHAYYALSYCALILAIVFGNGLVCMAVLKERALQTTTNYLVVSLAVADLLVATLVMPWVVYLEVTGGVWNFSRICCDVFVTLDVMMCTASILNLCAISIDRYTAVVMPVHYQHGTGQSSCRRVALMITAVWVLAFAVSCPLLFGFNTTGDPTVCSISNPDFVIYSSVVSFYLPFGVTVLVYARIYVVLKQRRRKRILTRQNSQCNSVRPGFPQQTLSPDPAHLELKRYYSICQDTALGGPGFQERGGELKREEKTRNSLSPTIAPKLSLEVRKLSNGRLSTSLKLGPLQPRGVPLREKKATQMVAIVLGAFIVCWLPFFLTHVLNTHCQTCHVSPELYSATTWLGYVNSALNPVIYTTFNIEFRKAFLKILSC
#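 Cells expressing the human receptor were seeded at 1500 cells/well, incubated overnight at 37 degrees C in 5% CO2, then exposed to library compounds with dopamine controls for 90 minutes at 37 degrees C before luminescent detection.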
# TDP43 rescue = rescues yeast growth from TDP-43 toxicity | actives 1.8% (n = 410,000) | AID 652104 | TDP-43 expressing yeast growth rescue, BacTiter-Glo, 24 h | Potency, µM (series often up to 46.1 µM), inactives show at the top dose growth rescue (activation), usual class: activators; also: potency is read from the fitted curve at half-maximal effect; % of control where 0% means no effect; nearly all actives have a fitted effect of over 50% in size
#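 Growth rescue of TDP-43-toxic yeast measured as ATP luminescence (BacTiter-Glo). Cells grown to mid-log in raffinose, induced in galactose at OD600=0.02, exposed to compound 24 hr at 30 deg C.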
# aSyn rescue = alpha-synuclein toxicity inhibition in yeast | Yeast expressing alpha-synuclein, growth rescue, BacTiter-Glo, 24 h | Potency, µM (highest dose often 46.1 µM), inactives show top-dose growth rescue (activation), most hits filed as activators | actives 0.14% (n = 370,000); also: potency is read from the fitted curve at half-maximal effect; % of control where 0% means no effect; nearly all actives have a fitted effect of over 65% in size
#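 Readout is rescue of growth in alpha-synuclein-expressing yeast, so inhibitors of toxicity appear as activators. Growth after 24 hr at 30 deg C in galactose medium is quantified by luminescence.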
# GLP-1R inv ag = GLP-1 receptor (human) inverse agonism; P43220; HEK293 GLP-1R CRE-luciferase, luminescence, 24 h; GLP-1R form is constitutively active; Potency, µM (titrated, usually from 38.3 µM), without a hit: top-dose activity change, negative = inhibition, actives largely listed as inhibitors; actives 1.6% (n = 410,000); also: potency is read from the fitted curve at half-maximal effect; % is scaled to controls: 0 for no effect and ±100 for the full control effect; nearly all actives have a fitted effect of over 55% in size
#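 GLP-1R inverse agonism mode: basal reporter luminescence in engineered HEK293 cells measured after one day of compound exposure at 37 deg C, with a 12 min room-temperature detection step.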
# HEK293 tox = cytotoxic in the GLP-1 receptor inverse agonist counter-screen; HEK293 cAMP-luciferase reporter cells, luminescence, 24 h; Potency, µM (series often up to 38.3 µM), inactives show at the top dose activity change, negative = inhibition, most hits filed as inhibitors; actives 0.13% (n = 410,000);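 also: loss of luciferase light is scored as toxicity; potency is read from the fitted curve at half-maximal effect; % is scaled to controls: 0 for no effect and ±100 for the full control effect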
#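 Cells in DMEM/10% Nu serum/1% pen-strep, 1536-well format. Pre-incubated 12 h, dosed with 23 nL compound, incubated a further 24 h. Luciferase detection, 12 min at room temp, luminescence.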
# GLP-1R agonist = GLP-1 receptor (human) agonism; P43220; HEK293 GLP-1R CRE-luciferase, luminescence, 4-6 h; cells express a hypersensitive GLP-1R form; Potency, µM (series often up to 45.6 µM), for the others: at the highest dose activation, usual class: activators; actives 0.007% (n = 380,000); AID 624172; also: potency is read from the fitted curve at half-maximal effect; % of control where 0% means no effect
# D3 ag = activates the human D3 dopamine receptor; P35462; D3R DiscoveRx beta-arrestin cells, luminescence, 90 min; max activation, %; actives 0.58% (n = 410,000); in the data active = max activation above about 30%; also: 0% is about no effect; mostly tested at two doses, the higher about 12 µM
#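 Cells at 1500/well, incubated overnight, then treated with pinned compounds (dopamine as control) for 90 min at 37 degrees C. DiscoveRx reagent added for 30 - 60 minutes at room temperature; luminescence read.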
# PTHR1 agonist = PTHR1 (human) receptor agonism; Potency, µM (series often up to 115 µM), for the others: at the highest dose activation, actives largely listed as activators; AID 743266; Q03431; HEK293 GP2 PTHR1 cells, GloSensor cAMP luminescence, 1 h; actives 0.075% (n = 410,000); also: potency is read from the fitted curve at half-maximal effect; nearly all actives have a fitted effect of over 55% in size; some results filed as inactive show a strong effect at the top dose; inactives centre near -15; many of its hits are not listed in these tables
# Target sequence (Q03431 whole entry, looked up): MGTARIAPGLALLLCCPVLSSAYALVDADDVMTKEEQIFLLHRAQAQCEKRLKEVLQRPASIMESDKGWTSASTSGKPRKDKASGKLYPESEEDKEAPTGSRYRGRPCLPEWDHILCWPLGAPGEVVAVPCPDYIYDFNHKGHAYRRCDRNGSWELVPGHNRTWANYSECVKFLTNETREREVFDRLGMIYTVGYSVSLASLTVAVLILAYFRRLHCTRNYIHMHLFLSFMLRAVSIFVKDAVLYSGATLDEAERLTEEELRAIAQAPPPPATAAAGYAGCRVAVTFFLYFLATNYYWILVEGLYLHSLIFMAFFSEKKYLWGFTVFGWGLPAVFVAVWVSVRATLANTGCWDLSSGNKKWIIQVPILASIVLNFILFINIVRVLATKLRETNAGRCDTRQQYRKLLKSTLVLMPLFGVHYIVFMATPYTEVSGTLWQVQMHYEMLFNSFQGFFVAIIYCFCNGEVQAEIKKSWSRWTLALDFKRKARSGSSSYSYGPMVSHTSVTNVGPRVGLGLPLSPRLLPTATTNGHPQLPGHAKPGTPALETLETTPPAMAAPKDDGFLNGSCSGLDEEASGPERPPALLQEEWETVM
#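 HEK-293-derived GP2 cells expressing PTHR1 and a GloSensor cAMP reporter, 3,000/well, plated overnight, given luciferin plus IBMX (each 0.5 mM as added) for 1 h at 37 °C, then compound for 1 h at 37 °C. Luminescence was read after 15 min at room temperature.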
# The depositor's hits bear a star; i = inactive; ? = inconclusive; . = not tested or not shown; [ ] = another dose, or the depositor's remark. Unless noted, calls follow the shape of the dose curve; as a rule, active = well fitted curve in the direction sought with a large enough effect; inconclusive = small, poorly fitted or top-dose-only effect, or another doubt; inactive = no such curve, though single readings can be large; an effect the other way counts as inactive or inconclusive.
SMILES,KB-V1 cytotox,D3 antag,TDP43 rescue,aSyn rescue,GLP-1R inv ag,HEK293 tox,GLP-1R agonist,D3 ag,PTHR1 agonist
CCn1cc(CN2CCN(CCC(C)C)C(CCO)C2)c2ccccc21 (stereo not drawn),-21%,46,11%,0%,?,-7%,9%,-8,i
CCc1ccc([C@@H]2C[C@H]3[C@@H](CN2S(=O)(=O)c2ccc(C)cc2)C(=O)C[C@@H](c2ccc(Cl)cc2)N3S(=O)(=O)c2ccccc2C)cc1,-7%,20,0%,3%,-29%,-7%,-5%,6,-24%
CCN(CC)C1=CC2=CC(=C(C#N)C#N)CCC2CC1 (stereo not drawn),?,8,5%,1%,0%,12%,4%,-13,i
COC(=O)C1CCN(C(=O)COc2ccc(Cl)cc2)CC1,11%,6,1%,3%,-6%,-6%,-6%,0,-1%
COc1cc(C(=O)NCc2cccc(Cl)c2)ccc1OCC(=O)N1CCOCC1,1%,-9,24%,2%,7%,8%,-6%,3,i
Fc1ccccc1N1CCN(c2nc(-c3cccs3)nc3ccccc23)CC1,-26%,15,14µM*,4%,?,8%,12%,5,i
Cn1c(CNC(=O)c2ccccc2F)nnc1SCc1ccc(F)cc1,-13%,-7,15%,-6%,-15%,0%,4%,1,i
CNc1ccccc1NC(=O)CCn1c(=S)oc2ccccc21,?,13,-5%,-5%,?,-7%,0%,2,i
C[C@@H]1CN([C@H](C)CO)C(=O)CCCn2nncc2CO[C@H]1CN(C)Cc1cccc2c1OCCCO2,-2%,-4,0%,5%,14%,4%,7%,1,i
Cc1ccc(CS(=O)(=O)c2ccc(C(=O)N3CCCCC3)cc2[N+](=O)[O-])cc1,-26%,19,7%,0%,-3%[0.307 µM],0%[0.307 µM],-17%,0,-11%
O=C1CN(C(=O)COC(=O)c2cccs2)c2ccccc2N1,?,10,14%,1%,-20%,1%,2%,1,i
O=S(=O)(NCc1ccccc1)c1ccc(NC(=S)NCc2ccco2)cc1,?,16,-7%,-7%,?,-20%,2%,0,-19%
O=C(NCC(c1ccc(Cl)cc1)N1CCCCC1)c1ccccc1 (stereo not drawn),-4%,.,18%,.,-26%,-1%,.,-22,i
Cc1ccc(C(=O)/C=C2\NCC(C)NC2=O)cc1 (stereo not drawn),-3%,9,10%,0%,?,-16%,-15%,5,-4%[57.5 µM]
CCOc1cc(N2CCOCC2)c(OCC)cc1NC(=O)CSc1nc(N)cc(=O)[nH]1,?,-21,6%,-5%,0%,-2%,-6%,-1,-2%
COc1ccc(-c2oc(=O)c3cc(OC)c(OC)cc3c2/C=C/c2cccc([N+](=O)[O-])c2)cc1,7%,?,2%,-6%,1%,7%,8%,-15,3%
Cc1ccc(NC(=O)CSc2nc(=O)n(CCCN3CCOCC3)c3c2CCCC3)cc1F,?,7,1%,2%,2%,-2%,-5%,-1,i
CCOC(=O)c1ccc(NC(=O)COc2ccc(-n3cnnn3)cc2)cc1,-7%,-13,-17%,-7%,5%,-1%,-19%,-4,i
Cc1nn2c(=O)cc(COC(=O)c3ccccc3NC(=O)C(C)Oc3ccccc3)nc2s1 (stereo not drawn),.,.,22%,.,2%,-10%,.,2,i
O=C1CCN(c2ccccc2)N1,?,3,-5%,19%,-19%,-9%,-4%,-4,i

# Brought forward from above: 2 entries, followed by the next part.
SMILES,KB-V1 cytotox,D3 antag,TDP43 rescue,aSyn rescue,GLP-1R inv ag,HEK293 tox,GLP-1R agonist,D3 ag,PTHR1 agonist
Cc1nn2c(=O)cc(COC(=O)c3ccccc3NC(=O)C(C)Oc3ccccc3)nc2s1 (stereo not drawn),.,.,22%,.,2%,-10%,.,2,i
O=C1CCN(c2ccccc2)N1,?,3,-5%,19%,-19%,-9%,-4%,-4,i
COc1ccccc1C(=O)NCCC(=O)NCCCSc1ccccc1,21µM*,-15,2%,8%,0%,13%,16%,-2,i
O=C(NN1C(=O)c2cc(Br)ccc2NC1c1cc(Br)cc(Br)c1O)c1ccncc1 (stereo not drawn),22%,-66*,3%,-12%,-29%,61%[activator],5%,-16,-7%
CCCCN(C(=O)c1cccc(S(=O)(=O)N(CC)c2ccccc2)c1)c1c(N)n(CC(C)C)c(=O)[nH]c1=O,0%,?,1%,2%,11%,4%,0%,-3,-21%
O=C(Cc1cccs1)N1CCCC(c2nc(-c3ccc(S(=O)(=O)N4CCCC4)cc3)no2)C1 (stereo not drawn),21µM*,3,-4%,0%,0%,15%,-2%,1,-27%
CCOC(=O)Cn1c2c(c(=N)c3c1CCC3)CCC2,19%,12,-23%,-2%,-16%,-22%,5%,1,-27%
CC(=O)OCc1c(C(F)(F)F)nn(C)c1SCc1ccc(Cl)cc1,-4%,19,15%,-1%,-17%,-6%,-13%,3,-10%[57.5 µM]
O=C(O)c1ccc(/C=N\Nc2ccc(S(=O)(=O)N3CCOCC3)cc2[N+](=O)[O-])cc1,11%,-2,2%,1%,18%,4%,-4%,3,i
CCc1c(C)nc(SCCOc2ccc(OC)cc2)[nH]c1=O,-9%,27,?,0%,117%[activator],3%,16%,0,-17%
Cc1cc(C)n2nc(SCC(=O)Nc3ccccc3F)nc2n1,?,3,6%,9%,8%,-5%,-10%,1,i
N#CC1=C(N)Oc2cc(N)ccc2C1c1ccc(F)cc1F (stereo not drawn),?,-15,-12%,-8%,-11%,198%[activator],17%,10,-14%
C=CCS(=O)(=O)N1CCCC(N(C)CCc2ccc(OC)c(OC)c2)C1 (stereo not drawn),3%,-2,8%,1%,2%,-7%,9%,-3,i
CC(=O)c1c(C)[nH]c(C(=O)Nc2ccc(C)cn2)c1C,-9%,6,19%,-10%,5.6µM*,-7%,-13%,-1,-15%[57.5 µM]
COC(=O)c1ccccc1NC(=O)Cn1ccnc1,-2%,-25,11%,-1%,5%,-7%,-6%,4,i
O=C(CSc1ccccc1F)NC(=O)c1ccccc1Br,0%,6,24%,-2%,0%,14%,-4%,-4,i
O=C(Nc1cccc(S(=O)(=O)Nc2ccc(Cl)cc2)c1)c1ccc[n+]([O-])c1,-6%,-1,-5%,2%,-4%,-11%,-3%,1,4%
CN(C(=O)C1CCCN(c2ncnc3c2nc2n3CCCCC2)C1)c1ccccc1F (stereo not drawn),-18%,.,29%,.,-10%,2%,.,-7,-19%
COc1ccc2c(c1)C1=NN(/C(C)=C\C(C)=O)C(c3ccccc3)C1CC2 (stereo not drawn),-18%,-20,18%,-3%,0%,3%,4%,-1,i
CCCN1CCN(C(=O)c2cccc3c2C(=O)N(CCOC)C3)CC1,1%,-3,11%,-9%,0%,1%,-2%,5,i
O=c1[nH][nH]c(C(F)(F)F)c1C=Nc1ccccc1Cl,0%,?,5%,5%,5%,-2%,-5%,5,-6%
C(=N\N1CCOCC1)/c1cn(-c2ccccc2)nc1-c1ccccc1,1%,0,-33%[inhibitor],6%,?,-5%,18%,-6,i

# Overlap with the part before: 3 entries, then new ones.
SMILES,KB-V1 cytotox,D3 antag,TDP43 rescue,aSyn rescue,GLP-1R inv ag,HEK293 tox,GLP-1R agonist,D3 ag,PTHR1 agonist
CCCN1CCN(C(=O)c2cccc3c2C(=O)N(CCOC)C3)CC1,1%,-3,11%,-9%,0%,1%,-2%,5,i
O=c1[nH][nH]c(C(F)(F)F)c1C=Nc1ccccc1Cl,0%,?,5%,5%,5%,-2%,-5%,5,-6%
C(=N\N1CCOCC1)/c1cn(-c2ccccc2)nc1-c1ccccc1,1%,0,-33%[inhibitor],6%,?,-5%,18%,-6,i
CCOc1ccc(NC(=O)Cn2c(=O)n(Cc3ccc(C(=O)NCc4ccc(C)cc4)cc3)c(=O)c3ccccc32)cc1,0%,.,?,.,0%,7%,1%,7,i
COc1cc(/C=C2/NC(=O)N(Cc3ccccc3F)C2=O)cc(OC)c1OC,0.18µM*,6,-16%[1.82 µM],9%,?,-8%,13%,14,-10%
Cc1ccc(C(=O)NCC(=O)OCC(=O)c2ccc3c(c2)NC(=O)CO3)cc1C,4%,-19,-13%,-1%,1%,4%,6%,-5,-57%[inhibitor]
COc1ccc(N/C=C2\C(=O)c3c(sc(C)c3C)N(C)S2(=O)=O)cc1,-3%,-8,-20%,1%,12%,-7%,-2%,-17,-15%
Cc1ccc(CNC(=O)/C=C/c2c(Cl)cccc2Cl)cc1,0%,10,-12%,-8%,8%,-1%,1%,-1,i
CCCCCOc1ccc(CSC(=N)N)cc1[N+](=O)[O-],18µM*,9,2%,2%,?,-14%,-26%,1,-5%
CC(C)[N+]1=C2C=CC=CC=C2SC12C([N+](=O)[O-])=CC(=[N+]([O-])[O-])C=C2[N+](=O)[O-] (stereo not drawn),12%,6,9%,-4%,10%,6%,4%,5,-1%
CCOc1ccc(C2CC(=O)c3c([nH]c(C(=O)OCC4CCCCC4)c3C)C2)cc1 (stereo not drawn),-2%,.,8%,.,-5%,-10%,.,-8,-32%[inhibitor]
O=C(c1ccc2ccccc2n1)N1CCN(c2ccccc2)CC1,?,-8,9%,0%,12%,-5%,8%,3,i
O=C(O)c1ccccc1NS(=O)(=O)c1cccc(-n2sc3ccccc3c2=O)c1,?,-21,27%,-18%,-21%,?,-3%,-14,-25%
Cc1c(NC(=O)CSc2ccc(Cl)cc2)c(=O)n(-c2ccccc2)n1C,-5%,-12,-8%,-7%,-13%,2%,1%,-4,i
CS(=O)(=O)N(CC(=O)Nc1cccc([N+](=O)[O-])c1)c1cccc(F)c1,-4%,-22,11%,2%,?,2%,9%,-11,-22%
O=C(O)C1C2C=CC(C3CC23)C1C(=O)N1CCc2ccccc21 (stereo not drawn),5%,-13,?,-1%,-17%,6%,5%,9,?
Cc1c(Br)cnn1C(C)C(=O)N1CCN(c2ccccc2F)CC1 (stereo not drawn),-1%,20,-7%,27%,?,3%,-2%,-9,-24%
O=C(Nc1cccc(S(=O)(=O)NC2=NCCC2)c1)C1CCCCC1,13%,4,-13%,-4%,1%,-1%,6%,-10,27%

# Not all compounds are listed. The share of hits here may be higher or lower than overall.
